# Compound activity deposited in PubChem by National Center for Advancing Translational Sciences (NCATS).
# TRPV1 ag: HTS Assay for Compounds that Act as Agonists of the Vanilloid Receptor 1; Transient receptor potential cation channel subfamily V member 1 (Homo sapiens), Q8NER1; TRPV1-expressing cells, Fluo-8 calcium influx, agonist mode; activation, % at 8.33 µM; 0.19% of 320,000 active; in the data active = activation above about 80%; inconclusive = between about 30% and that limit; also: 0% is about no effect
#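 Cells expressing TRPV1 were dye-loaded with Fluo-8 and read kinetically: 10 s baseline, 3 min after compound (agonist portion), then 2 min after EC20 capsaicin (allosteric enhancer portion). Calcium-bound dye fluorescence at 480/520 nm.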
# AT treatment: qHTS Assay for Identifying a Potential Treatment of Ataxia-Telangiectasia; 0.19% of 320,000 active; […] A-T fibroblasts, KAP-1 phosphorylation AlphaLISA; neocarzinostatin DNA damage 30 min before lysis; Potency, µM (titrated, usually from 57.5 µM), for the others: at the highest dose activation, hits mostly activators; also: potency is read from the fitted curve at half-maximal effect; % of control where 0% means no effect; nearly all actives have a fitted effect of over 45% in size
#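 ATM-like activity read as KAP-1 phosphorylation via AlphaLISA donor/acceptor antibody pairs after lysis and 6 hr at 25C. Cells were ATM-null patient fibroblasts ([…], hTERT), dosed 60 min, then exposed to the DSB inducer NCS for 30 min.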
# KCNH2 3.1 inh: qHTS for Inhibitors of KCHN2 3.1: Mutant qHTS | 0.95% of 340,000 active | AID 720553, 2013 | U2OS KCNH2 3.1, thallium flux FluxOr; stronger effect = lower value | activity change, % (tested at about 1.8 µM) | Potassium voltage-gated channel subfamily H member 2, brain isoform KCNH2 3.1 (human);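 active = maximum activity change below -70%; inconclusive = maximum activity change from -70% to -50%; inactive = maximum activity change above -50%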;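 also: thallium influx rate constant from kinetic fluorescence after stimulation buffer; % is scaled to controls: 0 for no effect and ±100 for the full control effect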
#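 Thallium flux read-out: FluxOr dye with Red40 quencher in HBSS/HEPES, 45 min at RT. Rate constants from kinetic reads were normalized to positive and negative DMSO controls. Cells: U2OS virally expressing the 3.1 isoform.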
# MBNL1 CUG block: qHTS Assay for Inhibitors of MBNL1-poly(CUG) RNA binding; Muscleblind-like protein 1 (Homo sapiens), Q9NR56; TR-FRET MBNL1-His/biotin-(CUG)12 binding, 665/545 ratio; Potency, µM (doses to about 57.5 µM), inactives show at the top dose activity change, negative = inhibition, usual class: inhibitors; 0.036% of 280,000 active; AID 2675, 2010; active = well fitted inhibition curve with a large enough effect in the signal ratio, with a control signal flat, not every such curve was filed as active; inconclusive = small, poorly fitted or top-dose-only effect, or effect the other way, or a change in a side signal; inactive = no such curve, though single readings can be large or run the other way; the % refers to the signal ratio; also: potency is read from the fitted curve at half-maximal effect; % is scaled to controls: 0 for no effect and ±100 for the full control effect
#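 TR-FRET readout: Ex 340 nm, 665/545 nm emission ratio, normalized to buffer-only (basal) and MBNL1-(CUG)12 controls. Complex of MBNL1-His with Biotin-(CUG)12, compounds 92 nM–58 uM, incubated 60 min at room temperature.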
# GALK inh: qHTS Assay for Inhibitors of Human Galactokinase (GALK); P51570; 0.007% of 270,000 active; Purified GALK, Kinase-Glo residual ATP luminescence; AID 1868, 2009; Potency, µM (doses to about 57.5 µM), for the others: at the highest dose activity change, negative = inhibition, hits mostly inhibitors; also: potency is read from the fitted curve at half-maximal effect; % is scaled to controls: 0 for no effect and ±100 for the full control effect
# Target sequence (P51570 whole entry, looked up): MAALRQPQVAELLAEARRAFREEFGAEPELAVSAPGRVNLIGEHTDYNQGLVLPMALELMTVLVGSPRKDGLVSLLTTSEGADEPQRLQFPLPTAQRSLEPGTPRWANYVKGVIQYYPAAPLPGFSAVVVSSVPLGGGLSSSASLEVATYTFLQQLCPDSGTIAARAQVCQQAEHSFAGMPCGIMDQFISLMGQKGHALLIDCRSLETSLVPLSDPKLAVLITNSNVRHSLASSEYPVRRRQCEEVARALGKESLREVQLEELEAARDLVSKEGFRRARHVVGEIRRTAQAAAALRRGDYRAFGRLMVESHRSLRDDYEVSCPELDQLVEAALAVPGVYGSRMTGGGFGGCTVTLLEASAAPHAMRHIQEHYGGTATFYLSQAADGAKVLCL
#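 Compounds were pin-transferred into ATP buffer (35 uM final), then GALK plus galactose (5 nM, 100 uM final) was added. After 1 h at room temperature, Kinase-Glo Plus was added and luminescence read after 10 min.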
# FBPA coupling cs: qHTS Assay for Inhibitors of Fructose-1,6-bisphosphate Aldolase from Giardia Lamblia: Coupling assay counterscreen. coupling enzyme system counterscreen, AmpLite Red fluorescence. activity change, negative = inhibition, % at 58.2 µM, hits read low. 0.67% of 290,000 active. AID 2472, 2010; in the data active = activity change below about -30%; also: % is scaled to controls: 0 for no effect and ±100 for the full control effect
#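 Activity here indicates interference with the coupling reaction, not aldolase inhibition. Compounds at 57.5 uM final met coupling enzymes for 10 min at RT; substrate and AmpLite Red detection followed, with a 525/598 nm fluorescence read after 20 min.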
# a7 integrin act: qHTS for Activators of Integrin-Mediated Alleviation for Muscular Dystrophy; alpha7betagal myoblasts, beta-gal FDG fluorescence, 48 h; Potency, µM (titrated, usually from 38.3 µM), for inactives: at the highest dose activation, usual class: activators; 0.064% of 350,000 active; AID 624291, 2012;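 also: potency is read from the fitted curve at half-maximal effect; 100% = response of the positive control SU9516; nearly all actives have a fitted effect of over 60% in size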
#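 alpha7betagal+/- myoblasts (passage 13, 250/well) treated 48 h at 37C with compounds at 1:260 dilution of DMSO stock. Lysed, then beta-galactosidase activity read as FDG fluorescence (ex 480/em 540) after 30 min, with pre-read for autofluorescence.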
# hERG WT inh: qHTS for Inhibitors of KCHN2 3.1: Wildtype qHTS. Voltage-gated inwardly rectifying potassium channel KCNH2 (Homo sapiens), Q12809. activity change, % at 1.84 µM. U2OS, BacMam KCNH2, thallium flux FluxOr; stronger effect = lower value. AID 720551, 2013. 0.37% of 340,000 active;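 active = maximum activity change below -70%; inconclusive = maximum activity change between -70% and -50%; inactive = maximum activity change above -50%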; also: % is scaled to controls: 0 for no effect and ±100 for the full control effect
#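 U2OS cells transduced with wild-type KCNH2 virus are loaded with FluxOr dye for 45 min, and thallium flux is measured in kinetic reads before and after stimulation buffer. Rate constants are normalized to DMSO controls.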
# MLL CXXC-DNA inh: qHTS Fluorescence Polarization Assay for Inhibitors of MLL CXXC domain - DNA interaction | 0.037% of 290,000 active | Potency, µM (titrated, usually from 115 µM), for the others: top-dose activity change, negative = inhibition, most hits filed as inhibitors | MLL-CXXC / FITC-HOXA9 DNA fluorescence polarization | AID 2662, 2010 | Histone-lysine N-methyltransferase 2A (Homo sapiens), Q03164; active = well fitted inhibition curve with a large enough effect in the polarisation, with a control signal flat, not every such curve was filed as active; inconclusive = small, poorly fitted or top-dose-only effect, or effect the other way, or a change in a side signal; inactive = no such curve, though single readings can be large or run the other way; the % refers to the polarisation; also: potency is read from the fitted curve at half-maximal effect
#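 Fluorescence polarization: 7 uM MLL-CXXC (stock) preincubated 5 min with compounds, then 50 nM fluorescein-HOX-A9 DNA (stock) added; 30 min ambient. Buffer 50 mM Tris-HCl pH 7.5, 50 mM NaCl, 1 mM DTT, 0.05% BSA.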
# S-ASM inh: Inhibitors of Secretory Acid Sphingomyelinase (S-ASM): qHTS; 0.006% of 340,000 active; AID 504937, 2011; Potency, µM (highest dose often 57.5 µM), for the others: at the highest dose activity change, negative = inhibition, usual class: inhibitors; placental ASM, HMU-PC fluorogenic substrate, 60 min; Sphingomyelin phosphodiesterase (Homo sapiens), P17405; also: potency is read from the fitted curve at half-maximal effect
# Target sequence (P17405 47-631 limits assumed): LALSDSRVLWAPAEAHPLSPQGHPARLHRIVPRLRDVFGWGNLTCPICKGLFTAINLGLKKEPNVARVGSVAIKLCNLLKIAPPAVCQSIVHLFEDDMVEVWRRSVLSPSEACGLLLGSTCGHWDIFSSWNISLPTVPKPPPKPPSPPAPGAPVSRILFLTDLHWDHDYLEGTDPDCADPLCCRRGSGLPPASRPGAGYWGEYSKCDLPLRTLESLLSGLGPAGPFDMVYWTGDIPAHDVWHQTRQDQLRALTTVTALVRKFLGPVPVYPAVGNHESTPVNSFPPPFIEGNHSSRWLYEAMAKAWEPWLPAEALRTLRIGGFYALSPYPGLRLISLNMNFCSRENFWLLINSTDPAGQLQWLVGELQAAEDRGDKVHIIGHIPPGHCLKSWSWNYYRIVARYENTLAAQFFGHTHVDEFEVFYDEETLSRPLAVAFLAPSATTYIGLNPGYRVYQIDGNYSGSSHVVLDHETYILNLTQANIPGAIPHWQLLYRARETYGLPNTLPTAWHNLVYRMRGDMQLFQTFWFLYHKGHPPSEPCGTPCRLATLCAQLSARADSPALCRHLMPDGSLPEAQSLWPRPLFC
#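 Human placenta-derived ASM enzyme was preincubated with compound for 10 minutes at room temperature, then given fluorogenic substrate HMU-PC0 (9 uM final) for 60 minutes at 37 °C; a pH 10 stop preceded fluorescence reading at Ex 386/Em 447 nm.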
# An asterisk follows results filed as active; i = inactive; ? = inconclusive; · = no result given; [ ] = dose if it differs, or a comment. Unless noted, calls follow the shape of the dose curve; as a rule, active = well fitted curve in the direction sought with a large enough effect; inconclusive = small, poorly fitted or top-dose-only effect, or another doubt; inactive = no such curve, though single readings can be large; an effect the other way counts as inactive or inconclusive.
SMILES,TRPV1 ag,AT treatment,KCNH2 3.1 inh,MBNL1 CUG block,GALK inh,FBPA coupling cs,a7 integrin act,hERG WT inh,MLL CXXC-DNA inh,S-ASM inh
Cc1c(C)[n+](=O)c2c(n1[O-])C(Br)CCC2Br (stereo not drawn),16,-8%,5,2%,-2%,1,3%,-3,8%,7%
O=C(NC1CCCCC1)c1cccc(COCC(F)(F)F)c1,-3,2%,-2,2%,-1%,-5,-33%,0,-14%,0%
O=c1cc(N=Nc2ccc(Cl)cc2)[nH]c(=O)[nH]1,3,-4%,4,-5%,-2%,-26,-57%[inhibitor],-2,-12%,2%
COc1ccc(N(CC(=O)NC2CCCC2)C(=O)Cn2nnc(-c3ccc(F)cc3)n2)cc1OC,-2,-1%,-1,-1%,7%,0,3%,1,-10%,3%
CCCCN(C(=O)C1CCC1)c1c(N)n(CCC)c(=O)[nH]c1=O,3,-8%,24,·,·,·,-6%,-6,·,5%
CS(=O)(=O)Oc1ccc2c(c1)O/C(=C\c1cccnc1)C2=O,·,-8%,2,·,-2%,2,5%,6,-2%,19%
CCOC(=O)c1c(C)c(C(=O)NCCc2ccc(S(N)(=O)=O)cc2)c(C)n1CC,3,-1%,5,3%,-2%,3,-25%,-5,-6%,2%
COc1cccc(C(NC(=O)c2ccccc2F)NC(=O)c2ccccc2F)c1,8,4%,0,1%,-1%,2,11%,-4,-9%,-1%
COc1ccc(NC(=O)CCCn2c(=O)c3sccc3n(Cc3ccccc3C)c2=O)cc1,2,0%,-21,·,0%,1,11%,-1,-7%,-10%
CNC(=O)c1cc(S(=O)(=O)Nc2ccc(C)cc2C)ccc1C,0,-15%,18,-3%,7%,·,8%,-18,-9%,4%
O=c1nc(N2CCCCCC2)nc(N2CCCCCC2)[nH]1,-2,2%,1,3%,6%,3,0%,5,-8%,7%
CC(C)CN1CCN=C1Nc1ccccc1,-4,-4%,16,-2%,·,1,18%,-4,-2%,4%
CCOC(=O)c1c(C)c(/C=N/Nc2ccccc2)n(C)c1C,-3,4%,20,-7%,8%,-13,2%,0,?,13%
CC1(C)CC(=O)C(N=Nc2cccc(S(=O)(=O)N3CCOCC3)c2)=C(O)C1,17,18µM*,7,?,-1%,6,-27%,4,-2%,-1%
CCN(CC)C(=O)c1[nH]cnc1C(=O)Nc1ccc(OC)cc1,1,-41%,9,0%,0%,-1,26%,·,-16%,4%
O=C(NCC1COc2ccccc2O1)c1ccc(-n2cncn2)c([N+](=O)[O-])c1 (stereo not drawn),10,8%,-1,·,·,·,-2%,4,·,-4%
CCC1(C)Cc2c(C#N)c(N)n(-c3ccccc3)c(=O)c2CO1 (stereo not drawn),-24,1%,8,-13%,-2%,2,-17%,3,-6%,1%
CC(C)c1ccc(/C=N/NC(=O)c2nnn(-c3nonc3N)c2CN(C)C2CCCCC2)cc1,-1,-1%,-24,-1%,-3%,1,1%,-10,-1%,2%
COc1cc(-c2n[nH]c(=S)n2-c2cccc(C(F)(F)F)c2)cc(OC)c1OC,2,-1%,-3,·,0%,-10,8%,1,2%,2%
O=C(OCc1csc(-c2ccccc2)n1)c1cccs1,24,22%,-19,8%,3%,-2,-11%,1,15%,5%
Cc1sc2ncnc(NCC(c3ccco3)N(C)C)c2c1C (stereo not drawn),86*,2%,0,-21%,2%,1,-6%,10,3%,7%
Cc1cnc(C(=O)OCC(=O)c2csc(N3CCCCC3)n2)cn1,-6,-1%,11,?,1%,-11,6%,-1,8%,19%
COc1ccc(-c2ccc3c(c2)C2CC3CCN2Cc2ccc(OC(F)(F)F)cc2)cc1 (stereo not drawn),·,·,-38,·,·,·,0%,-21,·,-21%
O=C(NCc1ccccc1)c1ccc(NC2=NC3CS(=O)(=O)CC3S2)cc1 (stereo not drawn),-1,0%,4,3%,-2%,1,?,4,0%,-1%
CCc1cc(CC)c(/C=N/NC(N)=O)c(CC)c1/C=N/NC(N)=O,0,2%,-5,2%,1%,0,-23%,i,9%,-4%
Cn1c(=O)c2c(ncn2CC(=O)Nc2nccs2)n(C)c1=O,0,21%,8,5%,-4%,0,0%,-7,-11%,6%
CCN1CCc2c(sc(NC(=O)c3ccc(S(=O)(=O)N(CC)c4ccccc4)cc3)c2C(N)=O)C1,28,-5%,-38,3%,-8%,·,-50%[inhibitor],-5,?,-11%
COc1cc2c(cc1Cl)/C(=C\CCN(C)C)c1ccccc1S2,8,4%,-15,10%,4%,1,-58%[inhibitor],20,6%,6%
CC1(C)CC(=O)c2sc(NS(=O)(=O)c3ccc(Br)cc3)nc2C1,-2,-2%,16,13%,2%,2,10%,-12,-9%,8%
CCNc1nc(SC(C)C(=O)Nc2ccccc2)nc(N2CCOCC2)n1 (stereo not drawn),11,-2%,-13,-8%,-1%,4,-35%,25,5%,-1%
Cc1ccc(C2CC(=O)NC(SCc3ccccc3)=C2C#N)o1 (stereo not drawn),4,·,6,-4%,0%,-13,14%,9,-3%,6%
COc1ccc(NC(=O)Nc2ccc3nonc3c2)cc1,?,2%,-1,·,-3%,-9,6%,-16,-5%,-2%
CCN(C(=O)CSc1ncccn1)c1c(N)n(Cc2ccccc2)c(=O)[nH]c1=O,-1,-4%,13,·,·,·,-3%,-1,·,2%
COc1ccc(OCC(=O)O/N=C(\N)c2ccc(OC)c(OC)c2)cc1,7,0%,3,·,2%,1,-40%,-8,8%,-3%
CC(=O)c1cccc(NC(=O)CCc2nc3sc4c(c3c(=O)[nH]2)CCCC4)c1,21,9%,1,·,·,·,-19%,-9,·,0%
Cc1ccc(S(=O)(=O)NC2(C(F)(F)F)C(=O)Nc3c2c(=O)[nH]c(=O)n3-c2ccccc2)cc1 (stereo not drawn),-2,-11%,-14,-2%,-2%,0,-3%,3,-1%,·
CNC(=O)Nc1cccc2cccnc12,-3,-1%,8,8%,0%,-1,3%,3,4%,-1%
COc1cccc(OCC(=O)Nc2ccccc2C(=O)Nc2ccc(C(=O)O)cc2)c1,-3,2%,1,-2%,9%,·,-13%,-30,5%,1%
O=C(Nc1ccc2c(c1)OCO2)c1cc(-c2ccc(O)cc2)on1,-2,7%,-2,?,16%,1,-23%,5,-5%,1%
CCNC(=O)c1ccccc1-c1nc(-c2ccccc2OC)no1,1,4%,5,0%,-1%,0,-8%,3,1%,2%
CC(=O)c1cc2c(cc1NC(=O)c1ccc(Cl)cc1)OCCO2,0,-10%,-2,-5%,3%,0,21%,-6,11%,54%[activator]
CCOC(=O)N1CCN(C(=O)C2CCCN(S(=O)(=O)c3ccc(C)cc3)C2)CC1 (stereo not drawn),-7,·,-14,0%,2%,5,-14%,-1,6%,5%
Cc1cc(C)c2nc(N3C(=O)C(O)=C(C(=O)c4ccco4)C3c3cccc(O)c3)sc2c1 (stereo not drawn),0,-2%,-5,·,·,·,?,2,·,-1%
OCCC1CN(Cc2ccon2)CCN1CCc1ccccc1 (stereo not drawn),-2,-7%,15,-3%,-2%,1,-2%,11,5%,3%
COc1ccccc1NC(=O)CSc1nnc(Cn2cnc3ccccc32)o1,2,1%,9,-8%,0%,-1,-18%,0,4%,2%
COc1ccc(C(=O)N[C@H](C(=O)OCc2nc3ccsc3c(=O)[nH]2)C(C)C)cc1,0,0%,11,·,·,·,-17%,5,·,0%
CCn1c(/C=C/N(C(C)=O)c2ccccc2)[n+](CCCS(=O)(=O)[O-])c2cc(Cl)c(Cl)cc21,2,11%,1,-2%,-3%,1,0%,-11,-28%,7%
Cc1nc(N)nc(Cl)c1CCC1OCCO1,·,·,10,·,·,·,0%,-1,·,2%
